Screens deposited in PubChem BioAssay by National Center for Advancing Translational Sciences (NCATS).
CXXC DNA block – inhibitors of human MLL CXXC domain-DNA interaction; Potency, µM (highest dose often 115 µM), inactives show top-dose activity change, negative = inhibition, most hits filed as inhibitors; actives 0.037% (n = 290,000); MLL-CXXC / FITC-HOXA9 DNA fluorescence polarization; AID 2662; active = well fitted inhibition curve with a large enough effect in the polarisation, with a control signal flat, not every such curve was filed as active; inconclusive = small, poorly fitted or top-dose-only effect, or effect the other way, or a change in a side signal; inactive = no such curve, though single readings can be large or run the other way; the % refers to the polarisation; also: potency is read from the fitted curve at half-maximal effect
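Steps: dispense CXXC domain solution (7 uM) → pin compounds or unlabeled HOX-A9 DNA control → 5 min ambient → add FLSN-HOX-A9 solution (50 nM) → spin → 30 min ambient → fluorescence polarization. Tris pH 7.5/NaCl/DTT/BSA buffer.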
MBNL1 CUG block – MBNL1-poly(CUG) RNA binding inhibition | Q9NR56 | TR-FRET MBNL1-His/biotin-(CUG)12 binding, 665/545 ratio | Potency, µM (series often up to 57.5 µM), for the others: at the top dose activity change, negative = inhibition, most hits filed as inhibitors | actives 0.036% (n = 280,000) | AID 2675; active = well fitted inhibition curve with a large enough effect in the signal ratio, with a control signal flat, not every such curve was filed as active; inconclusive = small, poorly fitted or top-dose-only effect, or effect the other way, or a change in a side signal; inactive = no such curve, though single readings can be large or run the other way; the % refers to the signal ratio; also: potency is read from the fitted curve at half-maximal effect; % is scaled to controls: 0 for no effect and ±100 for the full control effect
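TR-FRET readout: Ex 340 nm, 665/545 nm emission ratio, normalized to buffer-only (basal) and MBNL1-(CUG)12 controls. Complex of MBNL1-His with Biotin-(CUG)12, compounds 92 nM–58 uM, incubated 60 min at room temperature.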
GALK inh – galactokinase (human) inhibition | Purified GALK, Kinase-Glo residual ATP luminescence | Potency, µM (series often up to 57.5 µM), inactives show top-dose activity change, negative = inhibition, usual class: inhibitors | actives 0.007% (n = 270,000) | AID 1868; also: potency is read from the fitted curve at half-maximal effect; % is scaled to controls: 0 for no effect and ±100 for the full control effect
Target sequence (P51570 whole entry, looked up): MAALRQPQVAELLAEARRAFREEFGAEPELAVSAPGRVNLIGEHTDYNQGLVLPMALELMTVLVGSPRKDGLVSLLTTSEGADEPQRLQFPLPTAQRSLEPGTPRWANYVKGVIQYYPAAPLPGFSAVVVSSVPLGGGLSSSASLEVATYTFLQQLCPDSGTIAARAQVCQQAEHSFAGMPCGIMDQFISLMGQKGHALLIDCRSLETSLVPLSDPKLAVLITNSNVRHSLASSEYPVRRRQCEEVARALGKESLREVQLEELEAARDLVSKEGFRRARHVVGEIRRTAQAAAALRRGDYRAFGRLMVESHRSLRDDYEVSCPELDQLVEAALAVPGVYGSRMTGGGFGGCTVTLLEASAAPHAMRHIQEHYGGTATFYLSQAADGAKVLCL
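5 nM enzyme, 35 uM ATP, 100 uM galactose, 20 mM HEPES pH8.0, 5 mM MgCl2; 1 h RT; residual ATP by Kinase-Glo Plus luminescence, qHTS format.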
FBPA coupling cs – coupling enzyme interference in Giardia aldolase counter-screen; coupling enzyme system counterscreen, AmpLite Red fluorescence; activity change, negative = inhibition, % at 58.2 µM, hits read low; actives 0.67% (n = 290,000); in the data active = activity change below about -30%; also: % is scaled to controls: 0 for no effect and ±100 for the full control effect
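Compounds tested against the coupling enzymes alone at 57.5 uM final; readout was AmpLite Red fluorescence (525/598 nm) after 20 min at RT.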
KCNH2 3.1 block – blocks the human KCNH2 3.1 channel isoform. AID 720553. U2OS KCNH2 3.1, thallium flux FluxOr; hits give low values. actives 0.95% (n = 340,000). activity change, % (tested at about 1.8 µM);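 active = maximum activity change below -70%; inconclusive = maximum activity change from -70% to -50%; inactive = maximum activity change above -50%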;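 also: thallium influx rate constant from kinetic fluorescence after stimulation buffer; % is scaled to controls: 0 for no effect and ±100 for the full control effect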
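FluxOr-based Tl+ influx in U2OS cells transduced with KCNH2 3.1 virus; rate constants normalized to DMSO controls.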
AT treatment – potential ataxia-telangiectasia treatments restoring KAP-1 phosphorylation. […] A-T fibroblasts, KAP-1 phosphorylation AlphaLISA; neocarzinostatin DNA damage 30 min before lysis. Potency, µM (series often up to 57.5 µM), for inactives: at the highest dose activation, hits mostly activators. actives 0.19% (n = 320,000). AID 485349; also: potency is read from the fitted curve at half-maximal effect; % of control where 0% means no effect; nearly all actives have a fitted effect of over 45% in size
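ATM-like activity read as KAP-1 phosphorylation via AlphaLISA donor/acceptor antibody pairs after lysis and 6 hr at 25C. Cells were ATM-null patient fibroblasts ([…], hTERT), dosed 60 min, then exposed to the DSB inducer NCS for 30 min.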
ASM inhibitor – blocks human secretory acid sphingomyelinase; P17405; placental ASM, HMU-PC fluorogenic substrate, 60 min; Potency, µM (titrated, usually from 57.5 µM), inactives show top-dose activity change, negative = inhibition, hits mostly inhibitors; actives 0.006% (n = 340,000); also: potency is read from the fitted curve at half-maximal effect
Target sequence (P17405 47-631 limits assumed): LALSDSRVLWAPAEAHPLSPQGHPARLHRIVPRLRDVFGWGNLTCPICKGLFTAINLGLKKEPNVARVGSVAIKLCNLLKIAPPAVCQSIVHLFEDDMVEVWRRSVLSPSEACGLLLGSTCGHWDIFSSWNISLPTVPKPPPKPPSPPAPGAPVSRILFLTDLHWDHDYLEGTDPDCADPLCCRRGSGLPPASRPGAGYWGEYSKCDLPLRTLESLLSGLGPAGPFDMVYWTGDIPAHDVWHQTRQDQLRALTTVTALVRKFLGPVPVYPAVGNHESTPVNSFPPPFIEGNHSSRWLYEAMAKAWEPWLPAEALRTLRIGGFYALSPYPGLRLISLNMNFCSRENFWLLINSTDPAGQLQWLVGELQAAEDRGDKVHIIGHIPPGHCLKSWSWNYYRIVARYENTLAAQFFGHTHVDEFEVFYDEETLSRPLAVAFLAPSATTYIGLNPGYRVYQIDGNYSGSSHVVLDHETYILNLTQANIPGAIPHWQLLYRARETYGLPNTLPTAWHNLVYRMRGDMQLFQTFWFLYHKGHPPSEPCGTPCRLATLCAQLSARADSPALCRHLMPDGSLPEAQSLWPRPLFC
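Human placenta-derived ASM preincubated with compound 10 min at room temperature, then reacted with 9 uM (final) fluorogenic HMU-PC substrate for 60 min at 37 C. Stop solution raises pH to 10; fluorescence read at Ex 386/Em 447 nm.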
hERG WT inh – inhibitors of human wildtype KCNH2 potassium channel; actives 0.37% (n = 340,000); AID 720551; U2OS, BacMam KCNH2, thallium flux FluxOr; hits give low values; activity change, % at 1.84 µM;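 active = maximum activity change below -70%; inconclusive = maximum activity change between -70% and -50%; inactive = maximum activity change above -50%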; also: % is scaled to controls: 0 for no effect and ±100 for the full control effect
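U2OS cells were transduced with wild-type KCNH2 virus (2.03 x 10^8 / mL) for 4 h at room temperature, then cultured overnight at 37 C. Thallium flux was read with FluxOr dye. Rate constants were normalized to DMSO controls.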
TRPV1 agonist – agonists of human vanilloid receptor 1 (TRPV1) | activation, % at 8.33 µM | TRPV1-expressing cells, Fluo-8 calcium influx, agonist mode | Q8NER1 | actives 0.19% (n = 320,000); in the data active = activation above about 80%; inconclusive = between about 30% and that limit; also: 0% is about no effect
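TRPV1-expressing cells were cultured overnight at 35.5C and loaded with Fluo-8 calcium dye for 40 to 90 min at room temperature. After a 10 s baseline, compound was added and calcium influx was read kinetically for 3 min (ex 480/em 520 nm).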
a7 integrin act – activates integrin-mediated alleviation for muscular dystrophy | alpha7betagal myoblasts, beta-gal FDG fluorescence, 48 h | Potency, µM (highest dose often 38.3 µM), inactives show at the top dose activation, hits mostly activators | actives 0.064% (n = 350,000);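 also: potency is read from the fitted curve at half-maximal effect; 100% = response of the positive control SU9516; nearly all actives have a fitted effect of over 60% in size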
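alpha7betagal+/- myoblasts (passage 13, 250/well) treated 48 h at 37C with compounds at 1:260 dilution of DMSO stock. Lysed, then beta-galactosidase activity read as FDG fluorescence (ex 480/em 540) after 30 min, with pre-read for autofluorescence.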
* hit, by the source's call; ? = inconclusive; . = no result given; [ ] = dose if it differs, or a comment. Unless noted, calls follow the shape of the dose curve; as a rule, active = well fitted curve in the direction sought with a large enough effect; inconclusive = small, poorly fitted or top-dose-only effect, or another doubt; inactive = no such curve, though single readings can be large; an effect the other way counts as inactive or inconclusive.

[1] COC(=O)CCC(=O)Nc1ccc(OC)cc1
[2] CC(C)(C)OC(=O)C[C@H]1C/C=C\C[C@H](CC(=O)N[C@H](CO)Cc2ccccc2)C(=O)N[C@@H](Cc2ccccc2)COC1=O
[3] O=C(COC(=O)CCC(=O)c1cccs1)NCc1ccccc1
[4] N#Cc1cc([N+](=O)[O-])ccc1NC(=O)COC(=O)CC1CCCC1
[5] CC(C)c1ccc(NC(=O)c2ccc(NS(C)(=O)=O)cc2)cc1
[6] C=CCn1c(SCC(=O)c2ccc(O)c(O)c2)nnc1-c1cccc(Cl)c1
[7] C=CCn1c(CCNC(=O)c2cccs2)nnc1SCC(=O)c1ccc(Br)cc1
[8] O=S(=O)(c1ccccc1)N1CCC(N2CCCCCC2)CC1
Compound	1	2	3	4	5	6	7	8
ASM inhibitor	2%	-1%	5%	-4%	-8%	-6%	-1%	1%
GALK inh	0%	.	0%	-3%	-1%	.	0%	-1%
MBNL1 CUG block	2%	.	-3%	?	-1%	.	6%	-4%
hERG WT inh	6	1	-13	-3	2	-9	-15	12
a7 integrin act	7%	10%	-11%	-5%	-27%	2%	1%	-5%
CXXC DNA block	-3%	.	17%	1%	-11%	.	15%	-2%
TRPV1 agonist	-1	.	2	?	?	?	1	3
AT treatment	7%	4%	8%	-1%	-3%	-4%	1%	1%
FBPA coupling cs	0	.	0	-3	2	.	3	0
KCNH2 3.1 block	11	3	15	8	2	-5	-20	-4

Only ASM inhibitor, KCNH2 3.1 block and TRPV1 agonist, for some of the entries so far:
cpd	mol	ASM inhibitor	KCNH2 3.1 block	TRPV1 agonist
1	COC(=O)CCC(=O)Nc1ccc(OC)cc1	2%	11	-1
4	N#Cc1cc([N+](=O)[O-])ccc1NC(=O)COC(=O)CC1CCCC1	-4%	8	?
8	O=S(=O)(c1ccccc1)N1CCC(N2CCCCCC2)CC1	1%	-4	3
5	CC(C)c1ccc(NC(=O)c2ccc(NS(C)(=O)=O)cc2)cc1	-8%	2	?
3	O=C(COC(=O)CCC(=O)c1cccs1)NCc1ccccc1	5%	15	2
2	CC(C)(C)OC(=O)C[C@H]1C/C=C\C[C@H](CC(=O)N[C@H](CO)Cc2ccccc2)C(=O)N[C@@H](Cc2ccccc2)COC1=O	-1%	3	.

More entries follow.
[9] CCC1(C)Cc2c(C#N)c(SC)nc(N3CCOCC3)c2CO1 (configuration not stated)
[10] CCNC(=S)N(CCc1c(C)[nH]c2ccc(Cl)cc12)Cc1cccnc1
[11] Cc1ccc(CN2CCN(/N=C/c3cc(Br)ccc3F)CC2)cc1
[12] COc1ccccc1CNC(=O)C1CC(c2ccccc2F)=NO1 (configuration not stated)
[13] COc1ccc(C(OC(=O)c2ccco2)C(=O)NCC2CCCO2)cc1 (configuration not stated)
[14] O=c1nc2s/c(=C\c3ccco3)c(=O)n2nc1Cc1ccccc1
[15] O=C(Nc1nc(-c2cccc(Br)c2)cs1)Oc1ccccc1
[16] Cc1sc(NC(=O)/C=C/c2ccc3c(c2)OCO3)nc1-c1ccccc1
Compound	9	10	11	12	13	14	15	16
ASM inhibitor	0%	0%	-2%	2%	3%	-2%	-1%	2%
GALK inh	.	-1%	-2%	1%	4%	1%	-1%	0%
MBNL1 CUG block	.	18%	0%	9%	-5%	11%	-5%	?
hERG WT inh	1	-7	13	3	-4	0	9	-4
a7 integrin act	-17%	2%	-16%	11%	1%	11%	0%	-7%
CXXC DNA block	.	49%[activator]	14%	1%	11%	-2%	13%	-6%
TRPV1 agonist	.	-1	-5	16	-3	-3	1	5
AT treatment	.	?	-3%	29%	8%	-5%	-10%	-2%
FBPA coupling cs	.	1	-2	4	3	-3	3	2
KCNH2 3.1 block	9	-11	5	14	5	-1	-2	-4

The last 3 records of the part above open the next one:
[14] O=c1nc2s/c(=C\c3ccco3)c(=O)n2nc1Cc1ccccc1
[15] O=C(Nc1nc(-c2cccc(Br)c2)cs1)Oc1ccccc1
[16] Cc1sc(NC(=O)/C=C/c2ccc3c(c2)OCO3)nc1-c1ccccc1
[17] CN(C)S(=O)(=O)c1ccc(C(=O)Nc2cccc(S(=O)(=O)NC3=NCCC3)c2)cc1
[18] CCC(=O)NC(=S)Nc1ccc(NC(=O)c2ccco2)cc1
[19] COc1ccc(Oc2ccc(C(F)(F)F)cc2N)cc1
[20] Cc1ccc(NC(=O)CN(C)C(=O)c2ccc(S(=O)(=O)N(C)c3ccccc3)cc2)cc1
[21] Cc1nn2c3c(cnc2c1-c1ccccc1)C(=O)CC(c1ccccc1)C3 (configuration not stated)
[22] O=C(CNCc1ccccc1)Nc1ccccc1-c1ccccc1
[23] Cc1ccc(N=Nc2ccc(C)cc2NC(=O)Nc2ccccc2F)cc1
[24] Cc1cccc(NC(=O)CN2C(=O)CCSc3ccc(S(=O)(=O)N4CCOCC4)cc32)c1C
Compound	14	15	16	17	18	19	20	21	22	23	24
ASM inhibitor	-2%	-1%	2%	1%	2%	-1%	-2%	0%	2%	-7%	3%
GALK inh	1%	-1%	0%	-2%	1%	10%	3%	0%	1%	-4%	10%
MBNL1 CUG block	11%	-5%	?	.	-3%	2%	0%	-7%	-5%	2%	-3%
hERG WT inh	0	9	-4	2	8	-4	16	-3	8	-10	-20
a7 integrin act	11%	0%	-7%	-7%	5%	-26%	?	1%	8%	-7%	-4%
CXXC DNA block	-2%	13%	-6%	0%	9%	8%	13%	9%	-2%	9%	26%
TRPV1 agonist	-3	1	5	.	2	14	4	0	3	-2	5
AT treatment	-5%	-10%	-2%	1%	-3%	10%	-1%	-5%	4%	1%	-4%
FBPA coupling cs	-3	3	2	-2	1	1	0	2	-1	3	1
KCNH2 3.1 block	-1	-2	-4	-6	0	11	4	-7	-2	-6	-4

[25] CCc1ccc(CN(C(=O)c2cc3ccccc3oc2=O)C2CCS(=O)(=O)C2)cc1 (configuration not stated)
[26] O=C(C1=C(O)C(=O)N(c2ncccn2)C1c1ccc(Cl)cc1)c1ccco1 (configuration not stated)
[27] Cc1cc(Nc2cnc3ccccc3n2)n(-c2ccccc2)n1
[28] CCOC(=O)N1CCC(Nc2ncnc3c2cnn3-c2ccc(Cl)cc2)CC1
[29] Cc1nn2c(=O)c(NC(=O)c3ccc(F)cc3)cnc2s1
[30] CCCN1CCN(C(=O)c2oc3c(Cl)cccc3c2C)CC1
[31] O=C(O)c1ccc(Nc2cccc(F)c2)c([N+](=O)[O-])c1
[32] CC(=O)N1CCC2(CC1)C(C#N)=C(N)Oc1n[nH]c(C(F)(F)F)c12
Compound	25	26	27	28	29	30	31	32
ASM inhibitor	-2%	0%	1%	-3%	1%	-4%	7%	4%
GALK inh	0%	5%	.	-1%	0%	-2%	.	2%
MBNL1 CUG block	21%	?	-4%	-8%	-3%	-2%	?	-13%
hERG WT inh	1	-2	12	1	9	-4	-20	3
a7 integrin act	-10%	-31%	-11%	19%	0%	30%	12%	4%
CXXC DNA block	4%	-14%	-8%	-10%	-1%	3%	8%	2%
TRPV1 agonist	-2	6	29	0	2	13	2	1
AT treatment	-1%	13%	-8%	.	0%	4%	-5%	.
FBPA coupling cs	.	2	-1	5	-1	1	10	2
KCNH2 3.1 block	-1	.	4	9	29	3	6	13

[33] CC1CCC(=NO)C(=NO)C1 (configuration not stated)
[34] Cc1csc2sc(-c3ccnc(SCC(=O)NCc4ccccc4)n3)c(C)c12
[35] O=C(CN1C2=NCCN2c2ccccc21)c1ccc2c(c1)OCO2
[36] CC(=O)c1cccc(OCC(=O)c2cc(C)n(-c3cc(C)on3)c2C)c1
[37] Cc1cc(SCC(=O)c2ccc(Cl)cc2)nc(=O)[nH]1
[38] CC(=O)c1cc2c(cc1NC(=O)CCc1ccccc1)OCO2
Compound	33	34	35	36	37	38
ASM inhibitor	9%	0%	4%	-7%	13%	87%[activator]
GALK inh	.	.	1%	-1%	-3%	-1%
MBNL1 CUG block	.	60%[activator]	-6%	4%	?	16%
hERG WT inh	-2	3	51	5	-4	-2
a7 integrin act	-41%[inhibitor]	-5%	-20%	-55%[inhibitor]	17%	-11%
CXXC DNA block	.	30%[activator]	-5%	7%	15%	1%
TRPV1 agonist	.	2	-1	4	15	12
AT treatment	.	-12%	7%	8%	-1%	10%
FBPA coupling cs	.	-1	3	-34*	-2	0
KCNH2 3.1 block	-6	2	-38	3	-8	23
